Bioassay records from PubChem.
GAA850 FXN act – frataxin GAA850 promoter activation | HEK293 lucGAA850 FXN promoter luciferase reporter, 24 h; percent of 10 µM SAHA response | activation, % at 6 µM | actives 0.56% (n = 360,000) | AID 540364;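 active = activation above the average of all compounds screened plus 3 SD, cutoff fixed separately per campaign, cut at about 7.5% in these data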;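 note: 0% = DMSO wells and 100% = 10 µM SAHA wells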
Starred values were filed as active, the others as inactive.

SMILES | GAA850 FXN act
Nn1cnnc1SCC(=O)Nc1ccc2c(c1)OCO2 | -0.6
CCOc1cc(/C=C2\C(=O)N(c3ccc(C(N)=O)cc3)N=C2C)ccc1OC(=O)c1cccs1 | 0.0
N#CNc1nc(O)cc(=O)[nH]1 | -0.1
N#C/C(=C(/O)COc1cccc2ccccc12)c1nc2ccccc2[nH]1 | -1.1
Cn1c(Cn2c(C(F)(F)F)nc3ccccc32)nc2ccccc21 | -0.3
CC(C)CC[n+]1ccn(C2=C([O-])c3ccccc3C(=O)/C2=N\S(=O)(=O)c2ccccc2)c1 | 1.2
NS(=O)(=O)c1ccc(CCNC(=O)CNC(=O)c2ccc(Br)o2)cc1 | 2.3
CCOC(=O)c1c(C)n(-c2ccc(F)cc2)c2ccc(O)cc12 | 4.7
CCN1CCN(c2ccc(S(=O)(=O)N3CCCCC3)cc2NC(=O)Cc2ccc(Cl)c(Cl)c2)CC1 | 0.5
Cc1ccc(NC(=O)c2cccc3c2C(=O)N(C2CCCCC2)C3)c(Cl)c1 | -0.6
COCCn1c(CN(Cc2ccccc2)Cc2ccccc2)nc2c1c(=O)n(C)c(=O)n2C | -1.8
O=C(Nc1cccc2cccnc12)c1ccc(Br)cc1Br | 1.3
CCOc1ccc(S(=O)(=O)N2CCCCC2)cc1NC(=O)CN1C(=O)NC(C)(c2ccc(C)cc2)C1=O (stereo unspecified) | -0.2
CC(=O)NC1C(=O)N(CCN2CCOCC2)c2ccc(C)cc21 (stereo unspecified) | 0.3
CC1CCN(C(=O)CCC(=O)Nc2nnc(C(F)(F)F)s2)CC1 | -0.5
O=C(CC12CC3CC(CC(C3)C1)C2)Nc1c(F)cccc1F | 2.8
O=C(O[C@@H]1OC2COC(=O)c3cc(O)c(O)c(O)c3-c3c(cc(O)c(O)c3O)C(=O)O[C@@H]([C@H]1O)[C@@H]2O)c1cc(O)c(O)c(O)c1 | 0.2
COC(=O)CSC1=C(C#N)C(c2ccc3c(c2)OCO3)C2=C(CCCC2=O)N1 (stereo unspecified) | 2.8
CCn1cc(C(=O)OCC(=O)Nc2c(C)n(C)n(-c3ccccc3)c2=O)c(=O)c2ccc(C)nc21 | -0.6
COc1c(O)ccc2c1CN1CCc3cc4c(cc3C1C2)OCO4 (stereo unspecified) | -1.0
COc1cccc(/C=C2\Oc3cc(OCC(=O)N4Cc5ccccc5C[C@H]4C(=O)O)ccc3C2=O)c1 | -1.2
CCN(CC)c1ccc2c(-c3ccc(S(=O)(=O)O)cc3S(=O)(=O)[O-])c3ccc(=[N+](CC)CC)cc-3oc2c1 | -3.7
C(=C\c1ccco1)/C1=NN(c2ccccc2)C(c2ccco2)C1 (stereo unspecified) | 4.9
COc1ccc(C)cc1Nc1n[n+](-c2ccccc2)c(-c2cc([N+](=O)[O-])cc(OC)c2O)s1 | 0.9
c1cnc2c(C3NCCc4c3[nH]c3ccccc43)cccc2c1 (stereo unspecified) | -6.3
SMILES | GAA850 FXN act
COC(=O)c1ccncc1C(=O)Nc1ccc(F)cc1 | -0.5
Cc1cc2oc(=O)cc(Cn3ncc(Cl)c(Cl)c3=O)c2cc1Cl | -7.1
C[C@@H]1NC(=O)c2cc([N+](=O)[O-])cc(I)c2NCCCC[C@@H](C(N)=O)NC(=O)[C@H](CCC(=O)O)NC1=O | -0.9
COCOc1ccc(/C=C/C(=O)c2c(O)cc(OCOC)cc2OCOC)cc1 | 0.1
COC(=O)C1=C(C(=O)OC)[C@@H]2N(C)c3ccccc3[C@@]23C[C@@H](C(=O)OC)N(C(=O)COCc2ccccc2)C3=N1 | 0.9
O=C(NCCCN1CCOCC1)c1c(O)c2cc(Br)cc(Br)c2[nH]c1=O | -0.5
CCc1sc(C(=O)Nc2nc(-c3ccccn3)cs2)cc1C | 0.9
COc1ccc(C(=O)Nc2cc3c(cc2N2CCOCC2)n(C)c(=O)n3C)cc1OC | 1.0
COc1ccccc1-c1sc2ccccc2c1-c1ccc(C(C)=O)cc1 | 2.2
CCOC(=O)C1=C(CN2CCN(C(=O)c3ccco3)CC2)NC(=O)NC1c1ccccc1 (stereo unspecified) | -0.2
O=C(CC(NS(=O)(=O)c1ccc(Cl)cc1)c1ccco1)NC1CCCC1 (stereo unspecified) | 0.5
CC(C)(C)n1nnnc1C(c1ccccc1)N1CCc2ccccc2C1 (stereo unspecified) | 5.9
CC(CCC(C)C(C)(C)C)[C@@H]1CC[C@H]2C3C[C@H](OS(O)(=S)=S)[C@H]4C[C@H](OS(O)(=S)=S)[C@@H](OS(O)(=S)=S)C[C@]4(C)[C@H]3CC[C@]12C (stereo partly specified) (tested in a mixture with another compound) | 2.6
O=C1C(Cc2ccccc2)Nc2ncnc(N3CCc4ccccc4C3)c2N1Cc1ccccc1 (stereo unspecified) | 0.2
CCCCC(=O)Nc1sc2c(c1C(=O)OCC)CCC(C=O)=C2Cl | 0.7
COc1ccc(NC(C)=O)cc1NC(=O)CN1CCN(c2ccccn2)CC1 | -0.7
Nc1c(NCc2ccccc2)c(=O)[nH]c(=O)n1Cc1ccccc1 | -0.4
CN(C)CCCN(C(=O)c1ccc(S(=O)(=O)N2CCc3ccccc3C2)cc1)c1nc2c(F)cc(F)cc2s1 | -1.4
C=CC(=O)Oc1ccc(N2Cc3ccccc3C2=O)cc1 | 8.0*
O=C(CCc1nc(-c2ccccc2)no1)NCCc1ccccc1 | -1.6
Cc1cc(C)n2c(SCc3nnc(-c4cccs4)o3)nnc2n1 | 2.2
COc1ccc2c(c1OC)CN(C)CCc1cc3c(cc1C(O)C2)OCO3 (stereo unspecified) | -0.6
C#CCOCCOCCOCCNc1nc(N2CCN(C(=O)CCCCCCCCCCNC(=O)[C@H]([C@@H](C)CC)n3cc(CCCCCN)nn3)CC2)nc(N2CCN(C(=O)CCCCCCCCCCNC(=O)[C@H](CO)n3cc(CCCCCN)nn3)CC2)n1 | 0.1
O=C1/C(=C/c2ccc(O)c(O)c2)SC(=S)N1Nc1ccccc1 | 7.8*
COc1ccccc1C1c2ccc3ccccc3c2Oc2ncn(CCCO)c(=N)c21 (stereo unspecified) | -0.3
SMILES | GAA850 FXN act
Cc1c(C)c2cccnc2c2ncccc12 | -11
CCOc1ccc2ncc(C(=O)c3ccc(OC)cc3)c(N3CCN(CC)CC3)c2c1 | -2.3
O=c1c2ccccc2nc2n1CC/C2=C/N1CCN(c2cccc(C(F)(F)F)c2)CC1 | 1.5
COc1ccc(S(=O)(=O)Cc2ccc(C(=O)N3CCN(C4CCCCC4)CC3)o2)cc1 | -0.9
Cc1ccc(-c2nc(N)n(C(=O)c3cccs3)n2)cc1 | 1.9
COc1ccc(NC(=O)CCn2cc(C)c3ccccc32)cc1 | 3.1
COc1ccc(C/C(=N\OC(C)=O)c2ccc(OC)cc2)cc1 | 3.4
COc1ccnc(-n2cccc2C=O)c1C#N | 0.1
COc1ccccc1CNC(=O)c1oc2ccc(S(=O)(=O)N3CCCC3)cc2c1C | 0.1
CC1CC(=O)c2c(cc3c(-c4c(O)cc(O)c5c(O)c6c(cc45)OC(C)CC6=O)c(O)cc(O)c3c2O)O1 (stereo unspecified) | -1.6
CCCCS(=O)(=O)/C=C\C=C/S(=O)(=O)CCCC | -15
CC(C)(C)NC(=O)CN(C(=O)Cn1nnc(-c2ccc(Cl)cc2)n1)C1CCN(Cc2ccccc2)CC1 | -1.4
Cn1ncc(Br)c1NC(=O)Nc1ccc(Cl)cc1 | 1.4
O=C(NCc1ccccn1)C1CCCN(Cc2cnn(-c3ccccc3)c2-n2cccc2)C1 (stereo unspecified) | -0.4
O=C(NCCOC(=O)c1ccc(Cl)c(S(=O)(=O)N2CCCCC2)c1)c1ccncc1 | 0.6
CCNC(=O)C1(C)CCCN(CCOc2ccc(Cl)cc2)C1 (stereo unspecified) | -0.7
O=S(=O)(Nc1ccc(C(O)(C(F)(F)F)C(F)(F)F)cc1)c1ccc(Cl)c2nonc12 | 0.7
CC(=O)Nc1ccc(NC(=O)CCn2c(=O)oc3ccccc32)cc1 | -0.7
Cc1ccc(C(=O)NCCc2ccccc2)cc1N1CCCC1=O | 1.5
CCc1nnc(NC(=O)CSc2nc3c(c(=O)n2-c2ccccc2OC)SCC3)s1 | -2.9
Cc1ccc(S(=O)(=O)/N=C2\C(=O)c3ccccc3C([O-])=C2n2cc[n+](CCC(C)C)c2)cc1 | -3.5
Cc1ccc(C(=O)Nc2ccccc2C(=O)NCc2ccccc2)cc1 | 0.2
CN(C)c1ccnc2sc3c(=O)n(Cc4ccccc4)cnc3c12 | -8.4
O=C(Nc1ccc2nc(-c3ccco3)c(-c3ccco3)nc2c1)NC1CC1 | 1.0
O=C(C[n+]1ccccc1)N/N=C/c1cc(Br)cc(Br)c1O | 0.9
SMILES | GAA850 FXN act
COc1ccc(C(=O)Nc2cc3c4c(c2)CC(=O)N4CCC3)c(OC)c1 | 3.6
Cc1ccccc1NC(=O)Cc1nc(COC(=O)c2ccc(S(C)(=O)=O)c([N+](=O)[O-])c2)cs1 | 2.3
C=CCOc1ccccc1CNc1ccc2c(c1)OCCO2 | -11
Fc1ccc(Br)cc1C1C=C(c2ccc(Br)s2)Nc2ncnn21 (stereo unspecified) | 2.8
C#CCOCCOCCOCCNc1nc(N2CCN(C(=O)CCCCCCCCCCNC(=O)[C@@H](CCSC)n3cc(CCO)nn3)CC2)nc(N2CCN(C(=O)CCCCCCCCCCNC(=O)[C@H](CCCN=C(N)N)n3cc(C[C@@H](C)CC)nn3)CC2)n1 | 0.0
Cc1cccc(-n2c(N)cc(=O)nc2SCC(=O)NC2CCCCC2)c1 | 3.7
Oc1c(Br)cc(Br)cc1/C=N/c1nc2c(s1)CCCC2 | 0.0
C#CCOCCOCCOCCNc1nc(N2CCN(C(=O)[C@H](CCCCN)n3cc(C(N)CC(C)C)nn3)CC2)nc(N2CCN(C(=O)[C@H](CCC(=O)O)n3cc(C(N)[C@H](C)CC)nn3)CC2)n1 (stereo partly specified) | 1.7
COC(=O)c1c(NC(=S)Nc2ccccc2Cl)sc(C)c1C | -0.7
COc1ccccc1CN1C(=O)CNC1=S | 0.9
COc1cccc(C2C=C(c3cccs3)Nc3ncnn32)c1OC (stereo unspecified) | 0.8
C=CCNc1sc(C(=O)c2ccccc2)c(N)c1-c1nc2ccccc2s1 | 8.0*
CCCc1ccc(C2=Nn3c(nnc3C(C)C)SC2)cc1 | 2.5
CS(=O)(=O)Nc1cccc(NC(=O)c2cccc3c(-c4cccnc4)coc23)c1 | -1.5
COC(=O)c1ccc(CSc2ccc3nnc(-c4ccccc4)n3n2)o1 | 1.3
CCCCOc1ccc(C(=O)NCCc2cccs2)cc1 | 2.1
CCCn1c(C(C)Nc2nc(-c3ccc(Cl)c([N+](=O)[O-])c3)cs2)nc2cc(Cl)c(N3CCCCC3)cc21 (stereo unspecified) | -0.6
c1ccc(-[n+]2nc(Nc3cccc4ccccc34)sc2-c2c3ccccc3cc3ccccc23)cc1 | -1.9
N#Cc1cc([N+](=O)[O-])ccc1Oc1cccc(/C=N/NC(=O)c2cccc(Cl)c2)c1 | 3.5
CC(=O)Nc1ccc(NC(=O)CCCc2ccccc2)cc1 | 1.4
O=C(NC1CCCCC1)c1ccc(OC2CCN(Cc3ccccn3)CC2)cc1 | 0.4
CCc1ccccc1NC(=O)CCOc1ccccc1 | -1.8
Cc1ccc(C(=O)N/C(=C\c2ccc(F)cc2)C(=O)NCc2ccncc2)cc1 | -0.7
Cc1cccc(NC(=O)CNC(=O)Cn2ncc(Cl)c(Cl)c2=O)c1C | -8.1
C(=Nc1cccc2c(N=Cc3ccco3)cccc12)c1ccco1 | 0.1
SMILES | GAA850 FXN act
c1ccc(CNc2nc(NCc3ccccc3)c3ccccc3n2)cc1 | -2.6
C=C1C(=O)O[C@H]2[C@H]1[C@@H](O)CC(=C)[C@@H]1CC(=O)[C@@H](C)[C@H]21 | 9.3*
COc1ccc(CCn2c(C)cc(C(=O)CSc3nnc(N)s3)c2C)cc1 | 1.1
COc1cc(NS(=O)(=O)c2ccc(-n3cccn3)cc2)cc(OC)c1 | -0.8
COc1ccc(/C=C\C(=O)O[C@@H]2C(O)C(O[C@@H]3OC(C)[C@H](O[C@@H]4OCC(O[C@H]5O[C@H](CO)[C@@H](O)C(O)C5O)C(O)C4O)C(O)C3O)[C@H](OC(=O)[C@]34CCC(C)(C)C[C@@H]3C3=CCC5[C@@]6(C)CC(O)C(O[C@@H]7OC(CO)C(O)[C@H](O)[C@H]7O)[C@@](C)(C(=O)O)C6CC[C@@]5(C)[C@]3(CO)CC4)O[C@H]2C)cc1 (stereo partly specified) | 0.6
Cc1ccc(NC(=O)Cn2c(O)c(N=NC(=O)c3ccncc3)c3ccccc32)cc1 | 0.4
CCOC(=O)N1CCc2c(sc3c2C(=O)NC(c2ccccc2)N3)C1 (stereo unspecified) | 0.9

Structures shown so far that contain a Cl atom (14):
SMILES | GAA850 FXN act
CCN1CCN(c2ccc(S(=O)(=O)N3CCCCC3)cc2NC(=O)Cc2ccc(Cl)c(Cl)c2)CC1 | 0.5
Cc1ccc(NC(=O)c2cccc3c2C(=O)N(C2CCCCC2)C3)c(Cl)c1 | -0.6
Cc1cc2oc(=O)cc(Cn3ncc(Cl)c(Cl)c3=O)c2cc1Cl | -7.1
O=C(CC(NS(=O)(=O)c1ccc(Cl)cc1)c1ccco1)NC1CCCC1 (stereo unspecified) | 0.5
CCCCC(=O)Nc1sc2c(c1C(=O)OCC)CCC(C=O)=C2Cl | 0.7
CC(C)(C)NC(=O)CN(C(=O)Cn1nnc(-c2ccc(Cl)cc2)n1)C1CCN(Cc2ccccc2)CC1 | -1.4
Cn1ncc(Br)c1NC(=O)Nc1ccc(Cl)cc1 | 1.4
O=C(NCCOC(=O)c1ccc(Cl)c(S(=O)(=O)N2CCCCC2)c1)c1ccncc1 | 0.6
CCNC(=O)C1(C)CCCN(CCOc2ccc(Cl)cc2)C1 (stereo unspecified) | -0.7
O=S(=O)(Nc1ccc(C(O)(C(F)(F)F)C(F)(F)F)cc1)c1ccc(Cl)c2nonc12 | 0.7
COC(=O)c1c(NC(=S)Nc2ccccc2Cl)sc(C)c1C | -0.7
CCCn1c(C(C)Nc2nc(-c3ccc(Cl)c([N+](=O)[O-])c3)cs2)nc2cc(Cl)c(N3CCCCC3)cc21 (stereo unspecified) | -0.6
N#Cc1cc([N+](=O)[O-])ccc1Oc1cccc(/C=N/NC(=O)c2cccc(Cl)c2)c1 | 3.5
Cc1cccc(NC(=O)CNC(=O)Cn2ncc(Cl)c(Cl)c2=O)c1C | -8.1

An excerpt (hit frequency here may not be typical).
